Screening data from PubChem.
TRPC4 agonist: opens the mouse TRPC4 cation channel. Q9QUQ5. B-score at 10 µM. 310,000 tested, 0.49% active. HEK293 TRPC4beta/mu-opioid, Fluo4 calcium fluorescence; stronger effect = higher value. AID 2237;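 active = B-score above 5 SD of library B-scores, and initial fluorescence ratio not above library mean plus 5 SD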;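 also: positive B-score marks a calcium rise read as TRPC4 activation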
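Assay system: HEK293 stable line with TRPC4beta plus mu-opioid receptor; schedule: 45 min room-temperature Fluo4 loading, 110 s read; technique: kinetic Fluo4 calcium fluorescence; evaluation: integrated baseline-normalised fluorescence ratio, converted to per-well B score; controls: buffer (low) and maximal DAMGO (high)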
TRPC4 potent: allosteric potentiators of mouse TRPC4 channel; Q9QUQ5; HEK293 TRPC4beta/mu-opioid, DAMGO EC20, Fluo-4 Ca2+ flux; stronger effect = higher value; B-score at 10 µM; 310,000 tested, 0.42% active;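 active = B-score of calcium response area above 5 SD of library B-scores, with initial fluorescence ratio within 5 SD of library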;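 also: B-score of integrated fluorescence ratio over time as area under calcium response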
HIF activator: HIF pathway transcriptional activation; U2OS HRE-luciferase reporter, luminescence; normalized: DMSO 0%, desferrioxamine 100%; activation, % at 7.5 µM (by protocol); 300,000 tested, 0.32% active;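 active = mean activation of at least 10% of the iron chelator positive control signal, with at least half of replicates also reaching 10%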
TRPC4 inh: inhibitors of mouse TRPC4 channel; HEK293 TRPC4beta/mu-opioid, DAMGO-evoked Fluo4 calcium flux; stronger effect = lower value; Q9QUQ5; AID 2247; 300,000 tested, 0.39% active; B-score at 10 µM;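 active = B-score over 3 SD under the library average, no early fluorescence shift, positive overall ratio signal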
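material = TRPC4beta/mu-opioid receptor HEK293 cell line | probe or stimulus = sequential submaximal and maximal DAMGO stimulation | compound dosing = one concentration per compound | measured by = Fluo4 Ca2+ flux fluorescence | evaluation = integrated fluorescence ratio relative to baseline, converted to per-well B score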
TRPC6 inhibitor: mouse TRPC6 channel inhibition; B-score at 10 µM; HEK293-TRPC6, membrane potential dye, ACh-evoked depolarization; stronger effect = lower value; 310,000 tested, 1.1% active; Q61143; AID 2553;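 active = B-score under library mean minus 3 SD, initial fluorescence not abnormally high, positive integrated signal ratio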;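 also: B-score derived from integrated fluorescence ratio over the kinetic read; more negative B-score means stronger inhibition of depolarization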
AI-2 QS mod: modulates the Vibrio harveyi AI-2 quorum sensing system; Vibrio harveyi JMH597 AI-2 luminescence/OD600 ratio, 9 h; stronger effect = lower value; strain lacks LuxN and CqsS sensors; 0 = neutral-control median; activity change, % at 7.5 µM; 300,000 tested, 0.4% active; in the data active = activity change below about -75%, passing the limit was not always enough;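 also: luminescence divided by OD600 gain over 9 h not by final OD600 alone; inactives centre near 13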
MrgX1 antag: blocks BAM8-22 activation of human MrgX1 receptor; 310,000 tested, 1.3% active; AID 588676; B-score at 10 µM; MRGX1-HEK293 calcium flux, Fluo-4, BAM8-22 antagonism; stronger effect = lower value;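 active = calcium-response B-score plate-corrected more than 3 library SD below zero, starting fluorescence within 5 deviations, no agonist response on first addition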;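 also: peak minus trough fluorescence over baseline after final BAM8-22 challenge near maximal dose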
Target sequence (Q96LB2 whole entry, looked up): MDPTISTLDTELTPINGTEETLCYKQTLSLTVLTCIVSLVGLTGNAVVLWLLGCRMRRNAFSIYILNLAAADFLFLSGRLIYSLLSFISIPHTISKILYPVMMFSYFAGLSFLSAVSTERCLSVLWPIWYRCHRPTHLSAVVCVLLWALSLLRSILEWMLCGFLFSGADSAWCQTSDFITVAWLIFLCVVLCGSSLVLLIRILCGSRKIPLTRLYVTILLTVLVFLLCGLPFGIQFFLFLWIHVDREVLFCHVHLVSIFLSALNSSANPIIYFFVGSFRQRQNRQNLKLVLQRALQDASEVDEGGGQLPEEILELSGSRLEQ
MrgX1 agonist: agonists of human MrgX1 receptor. Q96LB2. MrgX1-HEK293 cells, Fluo-4 calcium fluorescence, agonist mode; stronger effect = higher value. B-score at 10 µM. AID 588627. 310,000 tested, 0.44% active;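 active = calcium response B-score plate-corrected fluorescence ratio at least 3 library SD, with starting fluorescence B-score inside 5 SD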
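times = overnight plating, then 30 min 37 °C plus 30 min room-temperature dye loading | assay system = stable human MrgX1 HEK293 cell line | input = fifteen thousand cells per well | signal = kinetic calcium dye fluorescence, Fluo-4 NW | dosing = compound delivered in addition one of three | read-out = B-scored fluorescence response ratio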
PolyA inh: yeast polyadenylation inhibition; S. cerevisiae SKY197-pL101 polyadenylation reporter, beta-gal luminescence; efflux-impaired pdr1/pdr3 knockout yeast; score 100 = 6 SD above DMSO; calls only at 12 µM; 300,000 tested, 0.02% active;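 active = lowest replicate activity score at least 50, where 100 means six control SD above control mean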;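 also: yeast exposed to compound for 9 h at 30 °C; higher score means more reporter readthrough which indicates perturbed polyadenylation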
TRPC6 activator: activates the mouse TRPC6 cation channel | Q61143 | HEK293-TRPC6 membrane potential dye fluorescence; stronger effect = higher value | B-score at 10 µM | 310,000 tested, 0.13% active;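 active = B-score of the integrated fluorescence ratio above library mean plus 3 SD, and starting fluorescence ratio within library mean plus 5 SD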;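 also: higher score means more depolarization so channel activation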
MrgX1 PAM: allosterically activates human MrgX1 receptor signaling; Q96LB2; MrgX1-HEK293, Fluo-4 calcium flux, FDSS; stronger effect = higher value; B-score at 10 µM; 310,000 tested, 0.63% active; AID 588675;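 active = plate-corrected calcium response at least 3 library SD above typical, normal starting fluorescence, not activating the receptor alone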;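 also: compound read alongside a low EC10 to EC30 dose of BAM8-22 agonist; peak minus trough fluorescence over baseline measured at the second addition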
The depositor's hits bear a star; i = inactive; . = no result given.

SMILES	TRPC4 agonist	TRPC4 potent	HIF activator	TRPC4 inh	TRPC6 inhibitor	AI-2 QS mod	MrgX1 antag	MrgX1 agonist	PolyA inh	TRPC6 activator	MrgX1 PAM
Cc1ccc(C2C=C(c3ccccc3)Nc3ncnn32)cc1 (stereo not given)	i	i	-8.4	i	i	21.5	i	i	i	i	7.81*
COCCNc1nc(NCc2ccccc2)c2cnn(C)c2n1	i	i	-0.4	i	i	18.7	i	i	i	i	i
CCOc1cccc(/C=N/NC(=O)c2cc(C3CC3)[nH]n2)c1O	i	i	-0.3	i	i	41.6	i	i	i	i	i
C[C@H](NC(=O)C1CCN(S(=O)(=O)c2ccccc2)CC1)C(=O)NCc1ccccc1	i	i	-0.7	i	i	4.6	i	i	i	i	i
CCN(CC)CCCn1c2c(c(SCC(=O)Nc3ccc(C)c(F)c3)nc1=O)CCC2	i	i	1.3	i	i	8.2	i	i	i	i	i
CC(C)(C)n1nnnc1C(c1cccnc1)N1CCN(C2CCCCC2)CC1 (stereo not given)	i	i	-0.2	i	i	-0.6	i	i	i	i	i
c1ccc(CNc2nc(-c3cccnc3)cs2)cc1	i	i	2.0	i	i	-82.6*	i	i	i	i	i
CCCN1CCN(C(=O)Cn2ncc3ccccc32)CC1	i	i	.	i	i	13.3	i	i	i	i	i
Cn1c(=O)c(Oc2ccc(F)cc2)c(O)c2ccccc21	i	i	0.0	i	i	28.9	i	i	i	i	i
CC1CN(CC(=O)NN=C(c2ccccc2)c2ccccc2)CC(C)O1 (stereo not given)	i	i	-0.2	i	i	0.6	i	i	i	i	i
CC(C)NC(=O)CSCc1c(F)cccc1Cl	i	i	-0.9	i	i	8.7	i	i	i	i	i
CC(O)(CS(=O)(=O)Cc1ccccc1)C(=O)Nc1ccc(C(F)(F)F)cc1 (stereo not given)	i	i	0.3	i	i	-4.5	i	i	i	i	i
CC(C)NC(=O)c1ccccc1-c1ccccc1	i	i	0.2	i	i	24.5	i	i	i	i	i
COc1ccc(C(=O)NCCOc2cccc(OC)c2)cc1	i	i	0.1	i	i	19.9	i	i	i	i	i
CS(=O)(=O)Nc1ccccc1C(=O)O	i	i	-0.1	i	i	23.8	i	i	i	i	i
Cc1c(-c2cccc(Cl)c2)nc2ccccc2c1C(=O)OCC(=O)N(C)C1CCS(=O)(=O)C1 (stereo not given)	i	i	-1.5	i	i	5.7	i	i	i	i	i
COc1ccc(-c2csc(NC(=O)c3cccc(S(=O)(=O)N4CCN(C)CC4)c3)n2)cc1	i	i	0.1	i	i	22.9	-5.81*	i	i	i	i
Cc1ccc(Oc2c(F)c(F)nc(N3CCCC3)c2F)cc1	i	i	0.1	i	i	12.0	i	i	i	i	i
CCCCN(C)C1CCN(C(=S)Nc2cccc(OC)c2)CC1	i	i	0.1	i	i	16.5	i	i	i	i	i
CCc1ccc(NC(=O)CSc2nc3ncc(Br)cc3[nH]2)cc1	i	i	-0.1	i	i	17.6	i	i	i	i	i
O=C(O)CCCCNS(=O)(=O)/C=C/c1ccccc1	i	i	-0.4	i	i	28.6	i	i	i	i	i
CCn1c(COc2ccccc2)nc2ccccc21	i	i	0.8	i	i	2.6	i	i	i	i	i
O=C(c1cc(Cl)nc2ccccc12)N1CCN(S(=O)(=O)c2ccccc2[N+](=O)[O-])CC1	i	i	0.4	i	i	24.3	i	i	i	i	i
O=C(CN1CCCC1)NCc1ccccc1	i	i	-0.5	i	i	4.0	i	i	i	i	i
COc1cc(/C=N/O)ccc1Oc1cnccn1	i	i	0.6	i	i	12.5	i	i	i	i	i
Cc1ccc(S(=O)(=O)/N=S(\C)C(C)C)cc1 (stereo not given)	i	i	.	i	i	6.5	i	i	i	i	i
COC(=O)CCCCCCCCCC[N+]1(C)CCCCC1	i	i	2.0	i	i	36.6	i	i	i	i	i
CCOc1ccc(/C=N/Nc2ccc(Cl)nn2)c(O)c1	i	i	1.3	i	i	12.4	i	i	i	i	i
O=C1CCC([N+](=O)[O-])C(c2ccccc2C(F)(F)F)N1 (stereo not given)	i	i	0.3	i	-5.14*	15.2	i	i	i	i	i
Clc1ccccc1-c1nnc(-c2ccccc2Cl)o1	i	i	2.2	i	i	3.6	i	i	i	i	i
Cc1ccc(NC(=O)COc2ccc(Br)cn2)cc1	i	i	0.1	i	i	-17.8	i	i	i	i	i
COC(=O)CN(c1cccc(C)c1)S(=O)(=O)c1ccccc1	i	i	0.6	i	i	24.9	i	i	i	i	i
CN1CCN(c2ccccc2NC(=O)c2ccc(-c3ccc(Cl)cc3Cl)o2)CC1	i	i	-0.3	i	i	28.9	i	i	i	i	i
COc1ccc(OC2C(=O)N(c3ccc(F)cc3)C2c2ccc(OC)c(OC)c2)cc1 (stereo not given)	i	i	-0.4	i	i	42.7	i	i	i	i	i
COCC(C)NC(=O)c1cc(-c2cccc(OC)c2)on1 (stereo not given)	i	i	2.6	i	i	-0.1	i	i	i	i	i
O=C(O)CC(NC(=S)NCc1ccccc1)C(=O)O (stereo not given)	i	i	.	i	i	4.2	i	i	i	i	i
COc1ccccc1CNC(=O)CCc1c(C)nc2cc(-c3ccccc3OC)nn2c1C	i	i	-0.3	i	i	16.7	i	i	i	i	i
COC(=O)c1ccc(/C=N\NC(=O)c2ccc(C)cc2Cl)cc1	i	i	-0.1	i	i	21.4	i	i	i	i	i
O=C(O)c1cccnc1SCc1ccccc1Cl	i	i	108.1*	i	i	39.3	i	i	i	i	i
COCCNC(=O)C(C)N(c1ccc(Oc2ccccc2)cc1)S(C)(=O)=O (stereo not given)	i	i	0.0	i	i	7.5	i	i	i	i	i
CCOc1cc(/C=C2/NC(=O)N(Cc3ccccc3F)C2=O)ccc1O	i	i	-0.4	i	i	8.1	i	i	i	i	i
O=c1c2c3nc4ccccc4nc3n(/N=C/c3ccccn3)c2ncn1-c1ccccc1	i	i	0.5	i	i	8.2	i	i	i	i	i
CCOC(=O)c1c2c3c(cccc3[nH]c1=O)C(=O)c1ccccc1-2	i	i	-0.1	i	i	34.5	i	i	i	i	i
Cn1cc(C(=O)N/N=C/c2ccc([N+](=O)[O-])cc2)c2ccccc21	i	i	0.4	i	i	20.1	i	i	i	i	i
COc1ccc(N2C(=O)Cc3c2nc(N)c(C#N)c3N)cc1	i	i	0.0	i	i	5.0	i	i	i	i	i
O=S(=O)(c1ccc(Cl)cc1)N1CCN(c2nc(-c3cccs3)nc3ccccc23)CC1	i	i	-6.1	i	i	4.6	.	.	i	i	.
Cc1cc(OC(C)C(=O)NCC2CCCO2)cc(C)c1Cl (stereo not given)	i	i	0.1	i	i	26.3	i	i	.	i	i
O=C(N[C@@H](c1ccccc1)[C@H](O)c1ccccc1)[C@@H]1CCCN1C(=O)OCc1ccccc1	i	i	-0.2	i	i	20.4	i	i	i	i	i
COc1ccccc1NS(=O)(=O)c1cc(NC(=O)c2ccc(=O)[nH]c2)ccc1N1CCOCC1	i	i	-1.3	i	i	8.1	i	i	i	i	i
CCOc1ccc(NC(=O)Nc2ccc(NC(C)=O)cc2)cc1	i	i	-0.2	i	i	7.0	i	i	i	i	i
More results follow.
SMILES	TRPC4 agonist	TRPC4 potent	HIF activator	TRPC4 inh	TRPC6 inhibitor	AI-2 QS mod	MrgX1 antag	MrgX1 agonist	PolyA inh	TRPC6 activator	MrgX1 PAM
CCn1ncc(Br)c1C(=O)Nc1ccc(-c2ccno2)cc1	i	i	1.8	i	i	17.0	i	i	i	i	i
Nc1nc(=S)n(-c2ccccc2)[nH]1	i	i	-0.3	i	i	-8.0	i	i	i	i	i
O=C(NCCc1ccccc1)c1ccc2c(c1)S(=O)(=O)c1ccccc1C2=O	i	i	0.3	i	i	4.6	i	i	i	i	i
O=C(CCSc1ccc(Br)cc1)c1ccc(O)cc1	i	i	0.1	i	i	-77.4*	i	i	i	i	i
Cc1ccc(N(CC(=O)NCc2ccc3c(c2)OCO3)S(C)(=O)=O)cc1	i	i	1.1	i	i	25.3	i	i	i	i	i
COC(=O)c1cccc(CSc2nc(-c3ccccc3)c(C#N)c(=O)[nH]2)c1	i	i	-0.9	i	i	8.9	i	i	i	i	i
CCN(CC)C(=O)CNC(=S)N(CCCN1CCOCC1)Cc1cccs1	i	i	0.1	i	i	7.0	i	i	i	i	i
O=C(/C=C/c1ccccc1Cl)Nc1ccc(S(=O)(=O)Nc2ncccn2)cc1	i	i	0.2	i	i	10.9	i	i	i	i	i
CCOc1ncccc1C(=O)OCC(=O)c1ccccc1	i	i	-0.6	i	i	27.4	i	i	i	i	i
CCOc1ccc(C(=O)N[C@H](C(=O)O)C(C)C)cc1	i	i	0.0	i	i	6.3	i	i	i	i	i
COc1ccccc1C(=O)COC(=O)Cc1c[nH]c2ccccc12	i	i	0.8	i	i	19.4	i	i	i	i	i
Cc1onc(-c2ccccc2Cl)c1C(=O)NNC(=O)c1ccccc1F	i	i	2.5	i	i	-6.1	i	i	i	i	i
CC(C)CCNC(=O)CSc1nc2ccccc2s1	i	i	-1.1	i	i	17.7	i	i	i	i	i
Cc1ccc(CCNC(=O)C2CCC(=O)N(CC3CCCCC3)C2)cc1 (stereo not given)	i	i	-0.5	i	i	-2.1	i	i	i	i	i
Cc1ccc(NS(=O)(=O)c2ccc(C(=O)N3CCCN(C)CC3)cc2)cc1	i	i	-0.3	i	i	15.9	i	i	i	i	i
Cc1ccc(/C=C/C(=O)OCC(=O)NCCN2C(=O)CSC2=O)o1	i	i	-0.4	i	i	-0.9	i	i	i	i	i
COc1ccc(S(=O)(=O)N2CCOC2CNC(=O)C(=O)NCCc2ccc(OC)c(OC)c2)cc1 (stereo not given)	i	i	-0.1	i	i	0.4	i	i	i	i	i

Record cards (already shown):
Cc1ccc(/C=C/C(=O)OCC(=O)NCCN2C(=O)CSC2=O)o1 as listed: TRPC4 agonist: i; TRPC4 potent: i; HIF activator: -0.4; TRPC4 inh: i; TRPC6 inhibitor: i; AI-2 QS mod: -0.9; MrgX1 antag: i; MrgX1 agonist: i; PolyA inh: i; TRPC6 activator: i; MrgX1 PAM: i
Cc1onc(-c2ccccc2Cl)c1C(=O)NNC(=O)c1ccccc1F as listed: TRPC4 agonist: i; TRPC4 potent: i; HIF activator: 2.5; TRPC4 inh: i; TRPC6 inhibitor: i; AI-2 QS mod: -6.1; MrgX1 antag: i; MrgX1 agonist: i; PolyA inh: i; TRPC6 activator: i; MrgX1 PAM: i

The list is partial; count on the stated rates, not on these rows.
